# Source: PubChem BioAssay
# CBFb-RUNX1 inh – CBF-beta/RUNX1 interaction disruption | Q01196+Q13951 | 230,000 tested, under 10 active | Potency, µM (doses to about 59.8 µM), for inactives: top-dose activity, negative = inhibition, most hits filed as inhibitors | AID 1477 | AlphaScreen CBFb-His/RUNX1-biotin binding, biochemical; further: % of control where 0% means no effect
#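 Room-temperature protein-protein interaction test with 30 nM each of His-tagged CBF-beta and biotinylated RUNX1, 15 min with compound, then 90 min with nickel plus streptavidin beads. Signal read in AlphaScreen mode.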
# GLA spleen mod – inhibitors or activators of human alpha-galactosidase in spleen homogenate. Potency, µM (titrated, usually from 80 µM), for inactives: top-dose activity change, negative = inhibition, most hits filed as inhibitors. actives 0.008% (n = 240,000). human spleen homogenate, 4MU-alpha-Gal fluorescence, 40 min. AID 2107;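 further: potency means the concentration at half of the fitted maximal effect; 0% = enzyme with vehicle and -100% = no enzyme basal signal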
# Target sequence (P06280 32-429 limits assumed): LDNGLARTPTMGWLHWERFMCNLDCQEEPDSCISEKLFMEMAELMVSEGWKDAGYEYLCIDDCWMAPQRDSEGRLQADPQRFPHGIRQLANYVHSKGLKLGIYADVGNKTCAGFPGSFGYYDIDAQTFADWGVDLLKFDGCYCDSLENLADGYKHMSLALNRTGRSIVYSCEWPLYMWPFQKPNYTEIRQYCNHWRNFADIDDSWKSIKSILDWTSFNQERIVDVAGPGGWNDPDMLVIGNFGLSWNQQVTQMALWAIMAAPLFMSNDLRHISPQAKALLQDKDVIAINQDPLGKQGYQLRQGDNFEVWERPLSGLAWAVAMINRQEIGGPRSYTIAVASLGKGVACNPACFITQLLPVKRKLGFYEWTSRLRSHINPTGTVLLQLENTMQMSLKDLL
#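 Human spleen homogenate (1 ug) as enzyme source, 4-methylumbelliferyl-alpha-D-galactopyranoside 1 mM final, citrate/phosphate pH 5.0 with 0.01% Tween-20. Compounds 40 min at 37C, NaOH/glycine stop; fluorescence Ex 365/Em 440, Hill-fit AC50.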
# Luc counter – blocks Kinase-Glo luciferase, a counter-screen artifact; AID 1379; Potency, µM (series often up to 38.3 µM), inactives show at the highest dose activity change, negative = inhibition, most hits filed as inhibitors; Kinase-Glo luciferase, ATP luminescence, 8 min; actives 0.28% (n = 200,000); Q27757; further: potency means the concentration at half of the fitted maximal effect; on the % scale 0 is the no-effect control and ±100 the full control effect; nearly all actives have a fitted effect of over 60% in size
#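 Light output from Kinase-Glo luciferase with luciferin and 10 uM ATP in 50 mM imidazole pH 7.2, KCl, MgCl2, Tween 20, BSA; compound pin-delivered, 8-min ambient incubation, then luminescence read.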
# IMPase Li inh – cell-permeable IMPase inhibitors with lithium potentiation | CHO-M1 cells, IP1 TR-FRET (IP-One), carbachol + lithium | Potency, µM (series often up to 59.4 µM), for inactives: at the highest dose activity, negative = IMPase inhibition, hits mostly inhibitors | actives 0.35% (n = 210,000);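 further: IP1 builds up when IMPase is blocked and the TR-FRET signal falls; potency means the concentration at half of the fitted maximal effect; plate controls were basal vehicle for no effect and high inhibitor control for full effect; nearly all actives have a fitted effect of over 50% in size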
#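 CHO-M1, 2000 cells/well, 16–30 h culture; cpd + low Li+, 30 min 37C; lysis with d2-IP1/Eu-anti-IP1 Ab, 10 min RT; TR-FRET 665/620 ratio and 620 channel; AC50 via Hill.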
# Epigenetic reg – derepresses silenced GFP reporter in murine cells. murine LDR cells, GFP reporter derepression, 30 h. actives 0.2% (n = 280,000). Potency, µM (series often up to 53.9 µM), for inactives: at the highest dose GFP activation, actives largely listed as activators. AID 1865; further: potency means the concentration at half of the fitted maximal effect; % of control where 0% means no effect; nearly all actives have a fitted effect of over 60% in size
#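 In this reporter-derepression format, murine cells bearing a silenced integrated CMV-GFP locus incubate with test compound (30 h, 37 C), then are washed and imaged; fluorescent objects of 20–120 um count as induced cells.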
# NPSR antagonist – antagonists of human neuropeptide S receptor cAMP signaling | Q6W5P4 | CHO-NPSR cells, cAMP TR-FRET, antagonist mode | Potency, µM (top dose mostly 38.3 µM), inactives show at the top dose activity change, negative = inhibition, usual class: inhibitors | actives 1% (n = 220,000) | AID 1461; further: potency means the concentration at half of the fitted maximal effect; on the % scale 0 is the no-effect control and ±100 the full control effect; nearly all actives have a fitted effect of over 50% in size; many of its hits are not listed in these tables
# Target sequence (Q6W5P4 whole entry, looked up): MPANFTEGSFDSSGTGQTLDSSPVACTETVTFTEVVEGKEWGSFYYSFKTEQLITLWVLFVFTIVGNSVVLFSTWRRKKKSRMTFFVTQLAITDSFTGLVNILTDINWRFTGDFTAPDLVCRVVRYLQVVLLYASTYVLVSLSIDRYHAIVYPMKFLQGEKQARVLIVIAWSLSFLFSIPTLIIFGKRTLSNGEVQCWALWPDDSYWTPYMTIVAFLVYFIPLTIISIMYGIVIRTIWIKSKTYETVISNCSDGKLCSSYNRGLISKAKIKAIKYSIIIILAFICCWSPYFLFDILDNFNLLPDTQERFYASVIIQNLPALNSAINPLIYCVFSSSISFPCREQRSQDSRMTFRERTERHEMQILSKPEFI
# Lamin A splicing – LMNA splicing modulation; actives 0.01% (n = 200,000); HeLa LMNA splicing GFP/RFP minigene ratio, 48 h; Potency, µM (titrated, usually from 46.1 µM), for the others: at the highest dose ratio change, negative = inhibition, actives largely listed as inhibitors; active means well fitted inhibition curve with a large enough effect in the signal ratio, with a control signal flat, not every such curve was filed as active; inconclusive means small, poorly fitted or top-dose-only effect, or effect the other way, or a change in a side signal; the % refers to the signal ratio; further: potency means the concentration at half of the fitted maximal effect; on the % scale 0 is the no-effect control and ±100 the full control effect
#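 S3 HeLa cells stably expressing lamin A-EGFP splicing minigene plus DsRed2, 600 cells/well, 48 h compound exposure at 37C. Laser-scanning cytometry; analysed as GFP (500-530 nm)/RFP (575-640 nm) total intensity ratio; 0.5% DMSO vehicle.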
# * hit, by the source's call; ? = inconclusive; . = not tested or not shown; & = joins results of further samples; [ ] = remark or other dose. Unless noted, the call rests on the fitted dose curve; in most records, active means well fitted curve in the direction sought with a large enough effect; inconclusive means small, poorly fitted or top-dose-only effect, or another doubt; inactive means no such curve, though single readings can be large; an effect the other way counts as inactive or inconclusive. A portion of the library, so the mix of outcomes need not match the whole.
SMILES | CBFb-RUNX1 inh | GLA spleen mod | Luc counter | IMPase Li inh | Epigenetic reg | NPSR antagonist | Lamin A splicing
O=c1cc(N2CCCCC2)c(-c2ccccc2)nn1Cc1cccc(Cl)c1 | 0% | -2% | -3% | 17%[38.3 µM] | -1.1% | ? | ?
Cc1ccccc1-c1nnc(SCC(=O)Nc2ccc(Cl)cc2)n1N | -3% | 1% | -3% | 1%[38.3 µM] | -2.9% | -5%[46.1 µM] | 2%
COc1ccc(-n2c(=O)c(CCc3ccccc3)nc3cnc(N4CCNCC4)nc32)cc1 | . | 0% | -2% | 33%[activator] | . | . | .
O=C(Nc1nnc(-c2ccccc2)o1)c1cc(-c2cccs2)nc2ccccc12 | -6%[2.36 µM] | ? | -4% | -6% | 0.4% | -5% | ?
COCCn1c(CCC(=O)O)ccc1-c1cccs1 | 2% | -10% | -1% | 4% | -0.4% | -3% | 0%[46 µM]
Cn1cccc1/C=N/n1c(-c2ccco2)n[nH]c1=S | -9% | 1% | 2% | 1% | 2.7% | -3% | -10%[46 µM]
COC(=O)Nc1nnc(COc2cccc(C)c2)s1 | 2% | 3% | -2% | -4% | 1.1% | -1% | .
CCn1cc([N+](=O)[O-])c(C(=O)N2CCN(C(=O)c3ccco3)CC2)n1 | 2% | 7% | -3% | -10% | -1.0% | 8% | -3%
O=C1C(=O)c2ccccc2C(O)=C1c1ccccc1F | -5% | -10% | . | . | -2.2% | 13µM* | 7%[46 µM]
Cc1ccc2c(c1)NCC(C(=O)NCc1ccccc1)O2 (centres undefined) | 5%[2.36 µM] | -2% | -1% | -7% | -4.6% | 11% | -8%
CSc1nc2ccc(NC(=O)NC(=O)c3c(F)cccc3F)cc2s1 | -4% | 0% | . | . | 3.2% | -32% | 6%[46 µM]
CCOc1ccccc1NC(=O)c1cccc(NC(=O)CC(c2ccccc2)c2ccccc2)c1 | 2% | -2% | -1% | 3%[38.3 µM] | 0.0% | -22%[46.1 µM] | 8%
COc1cc(C(=O)OCC(=O)Nc2cc(C)on2)cc(OC)c1OC | 1% | -3% | 4% | -2%[38.3 µM] | 1.8% | -2%[46.1 µM] | 4%
CN1CN(C)C(c2ccncc2)=C1c1ccncc1 | 1% | -3% | . | . | -2.3% | 17% | .
CCOC(=O)c1c(CSC(=N)N)n(-c2ccc(C)cc2)c2cc(Br)c(OC(C)=O)cc12 | -12% | -1% | -1% | 8%[38.3 µM] | -1.1% | 10µM* | ?
Cn1cc([N+](=O)[O-])c(C(=O)Nc2ccc3nc(-c4ccccc4)[nH]c3c2)n1 | 7% | 3% | -3% | -5% | -1.6% | 1% | -7%
CCc1nnc(N/N=C/c2ccc(-c3ccc([N+](=O)[O-])cc3)o2)n1N | -25% | -6% | -1% | 27% | 1.2% | -35% | .
CCOCCCN(Cc1ccco1)C(=O)c1cc2c(=O)[nH]c3ccc(C)cc3c2s1 | -6% | 6% | -2% | 7%[38.3 µM] | 0.0%&-7.1% | ? | ?
CCOc1ccc(NC(=O)C(=O)N/N=C/c2ccccc2F)cc1 | ? | -13% | -1% | 6% | -0.2% | 7% | ?
CCOC(=O)c1oc2nc(C(C)C)c3c(c2c1N)CCC3 | 3% | 17% | 1% | -2%[38.3 µM] | -1.0% | -6%[46.1 µM] | -12%
COc1cc(C(=O)Nc2sc(C)c(C)c2C(=O)O)cc(OC)c1OC | 2% | -12% | 2% | -8% | 0.0% | 39% | .
Cc1ccccc1N1C(=O)[C@@H]2Cc3ccccc3CN2C1=O | 6% | 1% | 3% | 25%[38.3 µM] | -0.1% | 3%[46.1 µM] | -11%
Nc1nc(NCc2ccco2)nc(NCCO)c1[N+](=O)[O-] | 3% | 3% | . | . | 0.1% | -7% | .
O=C(CN1CCc2ccccc2C1)NCC(=O)Nc1ccc(F)cc1 | 1% | 4% | -3% | 2% | -0.2% | 17% | .
CCOC(=O)c1c(C)[nH]c(C)c1C(=O)COC(=O)/C=C/c1cccc(C(F)(F)F)c1 | -4% | -11% | -2% | 1% | 0.0% | -18% | 15%
O=C1S/C(=C\C=C\c2ccco2)C(=O)N1c1ccccc1 | ? | 0% | 1% | 4% | 0.0% | -26% | ?
CCNC(=O)c1ccccc1SCC(=O)Nc1ccc(F)cc1 | -7% | 3% | 2% | 19% | 5.3% | 4% | .
CC(C)(C)c1ccc(NC(=O)CNC2CCCc3ccccc32)cc1 (centres undefined) | 25% | -8% | -1% | 20% | 10% | -9% | .
Cc1ccc(S(=O)(=O)N2CCN(CC(=O)N/N=C\c3ccccn3)CC2)cc1 | 19% | 2% | . | . | -1.3% | 38% | .
CNS(=O)(=O)c1cc(N)ccc1C | -18% | 2% | 1% | -10% | ? | 14% | -15%[46 µM]
Cc1ccc(N2CC(C(=O)Nc3cccc(F)c3)CC2=O)cc1 (centres undefined) | 5% | 4% | -1% | -17%[38.3 µM] | 0.0% | -22%[46.1 µM] | 2%
COc1cc(C)ccc1OCCOCCOc1c(C)cc(C)cc1Br | ? | 5% | 8% | 10%[38.3 µM] | -1.7% | -15%[46.1 µM] | 6%
CCOC(=O)c1nnn(-c2nonc2N)c1CS(=O)(=O)c1ccccc1 | 7% | -2% | 1% | -13%[38.3 µM] | -1.2% | -3%[46.1 µM] | 11%
COC(=O)c1[nH]c2ccc(C)cc2c1NC(=O)CN1CCN(C(=O)c2ccccc2)CC1 | 6% | -7% | 1% | 6%[38.3 µM] | 0.0% | -13%[46.1 µM] | -9%
O=Cc1ccc(C(=O)O)cc1 | 26%[21.7 µM] | 10% | . | -15% | . | . | .
COCCn1c(=O)[nH]c2cc(C(=O)NCCN3CCN(c4ccccc4)CC3)ccc2c1=O | 2% | 10% | -5% | 6%[38.3 µM] | 1.0% | -1%[46.1 µM] | ?
CN(C)c1ccc(-c2n(C)c3ccccc3[n+]2C)cc1 | -5% | -2% | -6% | 53%[activator][38.3 µM] | -1.9% | -15%[46.1 µM] | ?
CCOC(=O)C1=C(C)N(c2ccc(OC)cc2)C(=O)/C1=C\c1cccs1 | -14% | -5% | -2% | -2% | 0.3% | -41% | 3%
COc1ccc(CN(C)c2ncnc(N)n2)cc1 | 1% | 2% | -5% | -4%[38.3 µM] | -1.5% | -6%[46.1 µM] | -1%
Cc1c(-c2ccccc2)sc(Br)c1C(=O)N1CCOCC1 | -5% | 3% | -3% | 6%[38.3 µM] | -3.9% | -7%[46.1 µM] | 0%
NS(=O)(=O)c1cccnc1Nc1cccc(Cl)c1 | -1% | 2% | -4% | 7%[38.3 µM] | -1.0% | 13%[46.1 µM] | -1%
O=C(COC(=O)c1ccc2c(c1)OCCO2)Nc1cc(Cl)ccc1Cl | 1% | 1% | 3% | ? | 2.1% | -24%[46.1 µM] | 15%
COC1=Cc2c(ccc3ccc(=O)oc23)OC1(C)C | 8% | ? | 2% | 12%[38.3 µM] | 0.0% | -17%[46.1 µM] | -6%
COc1ccc2c(c1)C(=O)[C@@H](OC(=O)NCCOc1ccccc1)[C@H](c1ccc(OC)c(Br)c1)O2 | 8% | -8% | 1% | -1% | -0.3% | . | .
CSCCC1(C(=O)O)NC(c2ccccc2O)C2C(=O)N(C(C)C)C(=O)C21 (centres undefined) | -4% | 0% | -1% | -7%[38.3 µM] | -3.5% | 1%[46.1 µM] | -2%
COc1cccc(Oc2cn[nH]c2-c2ccc(OC)cc2O)c1 | -5% | -11% | -1% | -1%[38.3 µM] | 0.8% | ? | ?
Cc1ccnc(NC(=O)CC(c2ccccc2)c2ccccc2)n1 | 5% | 4% | 2% | 9% | -0.3% | 0% | -9%[46 µM]
Cn1c2ccccc2c2ncn(CCC3=CCCCC3)c(=O)c21 | 7% | 4% | . | . | -5.9% | -28%[46.1 µM] | ?
CC1CCC2(CC1)Nc1ccccc1C(=O)N2c1ccccc1 (centres undefined) | -6% | -2% | -2% | -11%[38.3 µM] | 0.1% | 9%[46.1 µM] | -3%
O=C(Cn1nnc(-c2cccs2)n1)NCc1cccs1 | -8% | 5% | -2% | 5% | -1.0% | 7% | 3%[46 µM]

# Next section
SMILES | CBFb-RUNX1 inh | GLA spleen mod | Luc counter | IMPase Li inh | Epigenetic reg | NPSR antagonist | Lamin A splicing
CCCc1nc2sc3c(c2c(=O)n1NC(=O)c1ccco1)CC(C)(C)OC3 | 10% | 2% | -3% | -3% | 6.1% | -6% | 5%
O=C(CSc1nnnn1-c1ccc(Cl)cc1)N1CCc2ccccc2C1 | 9% | -1% | -1% | -1%[38.3 µM] | -1.3% | -21%[46.1 µM] | -7%
CCOc1ccc(/C(O)=C2/C(=O)C(=O)N(c3nc(C)c(C)s3)C2c2ccco2)cc1 (centres undefined) | -7% | 10% | -6% | ? | 0.4% | 3%[7.67 µM] | -8%
Cc1cc(=O)[nH]c(SCC2COC3(CCCCC3)O2)n1 (centres undefined) | 1% | 6% | -4% | 23%[38.3 µM] | -1.0% | -4%[46.1 µM] | 5%
COc1ccc(C(=O)c2oc3ccc(OC)cc3c2NC(C)=O)cc1 | 15% | -2% | 2% | -2% | -0.2% | -3% | 4%[9.22 µM]
Cc1ccc(CNc2oc(COc3ccccc3Cl)nc2C#N)cc1 | -18% | -2% | 8% | 11%[38.3 µM] | -0.3% | -21%[46.1 µM] | -4%
Cc1ccc(C(=O)O)cc1NC(=S)NC(=O)c1ccc([N+](=O)[O-])cc1Cl | 0% | -4% | 3% | -4% | 2.7% | -5% | 8%
CCCn1c(O)c(N=NC(=O)c2ccco2)c2ccccc21 | -5% | -11% | 3% | 2% | 0.0% | -24% | ?
CCOc1ncccc1C(=O)NCc1ccc(OC)c(OC)c1 | 4% | -1% | 0% | 1% | 0.0% | 32% | ?
Cc1cc(C)cc(NC(=S)Nc2ccc3cn[nH]c3c2)c1 | 2% | 7% | 3% | -2% | -3.0% | 9% | -6%
CCOCC(=O)N1CCN(c2ccccc2OC)CC1 | 0% | -6% | 1% | 1% | 1.1% | 4% | 4%[46 µM]
CCn1c(=O)n(CC(=O)N2CCN(c3ccccc3F)CC2)c(=O)c2ccccc21 | 3% | 24% | 0% | -1%[38.3 µM] | 0.9% | -6%[46.1 µM] | 13%[0.0737 µM]
O=S(=O)(N/N=C/c1cccnc1)c1ccc(Cl)c(Cl)c1 | 4% | -6% | . | . | 3.3% | 0% | .
Cc1ccc(C)c(SCC(=O)OCC(=O)Nc2ccc(S(=O)(=O)N3CCOCC3)cc2)c1 | 4% | 3% | -4% | -4%[38.3 µM] | 1.5% | -20%[46.1 µM] | -4%
O=[N+]([O-])c1ccc2nc(SCc3cn4ccccc4n3)[nH]c2c1 | 7% | 3% | 0% | -1% | 0.0% | -3%[46.1 µM] | 0%
